Mito fusion act: qHTS Assay for Small Molecule Inhibitors of Mitochondrial Division or Activators of Mitochondrial Fusion | AID 485298, 2010 | 0.23% of 320,000 active | Potency, µM (doses to about 46.1 µM), for inactives: at the top dose growth rescue (activation), most hits filed as activators | S. cerevisiae fusion-defective mutant growth rescue, CellTiterGlo 48 h;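 also: potency is read from the fitted curve at half-maximal effect; % of control where 0% means no effect; nearly all actives have a fitted effect of over 45% in size; temperature-sensitive fusion mutants such as fzo1-1 at 37 °C on non-fermentable ethanol glycerol medium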
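Read-out: ATP-based luminescence (CellTiterGlo, 10 min ambient) reporting growth of fusion-defective ts yeast after 48 hours at 37C on glycerol/ethanol YPEG medium in the presence of compound.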
MLL CXXC-DNA inh: qHTS Fluorescence Polarization Assay for Inhibitors of MLL CXXC domain - DNA interaction | MLL-CXXC / FITC-HOXA9 DNA fluorescence polarization | AID 2662, 2010 | 0.037% of 290,000 active | Potency, µM (doses to about 115 µM), without a hit: at the top dose activity change, negative = inhibition, hits mostly inhibitors; active = well fitted inhibition curve with a large enough effect in the polarisation, with a control signal flat, not every such curve was filed as active; inconclusive = small, poorly fitted or top-dose-only effect, or effect the other way, or a change in a side signal; inactive = no such curve, though single readings can be large or run the other way; the % refers to the polarisation; also: potency is read from the fitted curve at half-maximal effect
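Purified MLL-CXXC (added from a 7 uM solution) was preincubated 5 min at ambient with pinned compounds in 50 mM Tris-HCl pH 7.5, 50 mM NaCl, 1 mM DTT, 0.05% BSA. Fluorescein-labeled HOX-A9 DNA (50 nM solution) followed, 30 min, then polarization read.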
TCR act: Activators of T cell receptors: qHTS campaign; 330,000 tested, under 10 active; Potency, µM (doses to about 9.22 µM), for inactives: at the top dose activation of IL-2 secretion, usual class: activators; primary human leukocytes, anti-CD3, IL-2 HTRF, 48 h; also: % of control where 0% means no effect
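Primary human leukocytes incubated 48 hr with anti-CD3 beads plus compound, without co-stimulation. Secreted IL-2 measured by HTRF (europium cryptate/d2 anti-IL-2 pair, 320 nm excitation, 665 nm emission).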
MBNL1-CUG inh: qHTS Assay for Inhibitors of MBNL1-poly(CUG) RNA binding. Muscleblind-like protein 1 (Homo sapiens), Q9NR56. TR-FRET MBNL1-His/biotin-(CUG)12 binding, 665/545 ratio. Potency, µM (titrated, usually from 57.5 µM), for the others: top-dose activity change, negative = inhibition, usual class: inhibitors. 0.036% of 280,000 active; active = well fitted inhibition curve with a large enough effect in the signal ratio, with a control signal flat, not every such curve was filed as active; inconclusive = small, poorly fitted or top-dose-only effect, or effect the other way, or a change in a side signal; inactive = no such curve, though single readings can be large or run the other way; the % refers to the signal ratio; also: potency is read from the fitted curve at half-maximal effect; % is scaled to controls: 0 for no effect and ±100 for the full control effect
Target sequence (Q9NR56 whole entry, looked up): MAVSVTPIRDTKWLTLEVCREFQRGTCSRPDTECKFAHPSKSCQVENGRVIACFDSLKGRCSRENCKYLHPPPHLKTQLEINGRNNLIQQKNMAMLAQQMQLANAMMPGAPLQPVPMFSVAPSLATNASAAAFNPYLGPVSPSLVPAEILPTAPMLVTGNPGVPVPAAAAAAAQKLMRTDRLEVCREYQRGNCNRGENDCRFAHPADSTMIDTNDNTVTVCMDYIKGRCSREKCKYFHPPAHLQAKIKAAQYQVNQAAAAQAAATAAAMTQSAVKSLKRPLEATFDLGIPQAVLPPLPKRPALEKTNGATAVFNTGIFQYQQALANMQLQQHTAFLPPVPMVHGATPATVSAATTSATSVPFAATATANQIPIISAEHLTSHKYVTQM
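Compound titration spanned 92 nM–58 uM against the MBNL1-His/biotin-(CUG)12 complex. After 60 min at room temperature with 5 nM streptavidin-XL665 and 0.055 ng/ul terbium anti-His, ratiometric 665/545 nm emission (Ex 340 nm) normalized to controls.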
a7 integrin act: qHTS for Activators of Integrin-Mediated Alleviation for Muscular Dystrophy. alpha7betagal myoblasts, beta-gal FDG fluorescence, 48 h. Potency, µM (titrated, usually from 38.3 µM), without a hit: at the highest dose activation, most hits filed as activators. 0.064% of 350,000 active. AID 624291, 2012;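 also: potency is read from the fitted curve at half-maximal effect; 100% = response of the positive control SU9516; nearly all actives have a fitted effect of over 60% in size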
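Alpha7betagal+/- myoblasts (passage 13) were plated 16-24 hr, then exposed to compounds (1:260 dilution of DMSO stock) for 48 hours at 37C. After MPER lysis, β-galactosidase reporter activity was read as FDG fluorescence (ex 480/em 540) after 30 minutes.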
Menin-MLL TR inh: qHTS Assay for Inhibitors Targeting the Menin-MLL Interaction in MLL Related Leukemias: Competition With Texas Red Labeled MLL-derived Mutant Peptide; O00255; Menin + Texas Red MLL mutant peptide, fluorescence polarization; Potency, µM (titrated, usually from 61.6 µM), for the others: at the top dose FP activity change, negative = inhibition, actives largely listed as inhibitors; 0.23% of 270,000 active; active = well fitted inhibition curve with a large enough effect in the polarisation, with a control signal flat, not every such curve was filed as active; inconclusive = small, poorly fitted or top-dose-only effect, or effect the other way, or a change in a side signal; inactive = no such curve, though single readings can be large or run the other way; the % refers to the polarisation; also: potency is read from the fitted curve at half-maximal effect; % of control where 0% means no effect; many of its hits are not listed in these tables
PTAP TSG101 blk: qHTS Assay for Iinhibitors of HIV-1 Budding by Blocking the Interaction of PTAP/TSG101; Tumor susceptibility gene 101 protein (Homo sapiens), Q99816; Fluorescence polarization, FITC-PTAP peptide / Tsg101 binding; Potency, µM (highest dose often 115 µM), for the others: top-dose activity change, negative = inhibition, hits mostly inhibitors; 340,000 tested, under 10 active; AID 493005, 2010; active = well fitted inhibition curve with a large enough effect in the main read-out, with a control signal flat, not every such curve was filed as active; inconclusive = small, poorly fitted or top-dose-only effect, or effect the other way, or a change in a side signal; inactive = no such curve, though single readings can be large or run the other way; also: potency is read from the fitted curve at half-maximal effect; % of control where 0% means no effect
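Fluorescence anisotropy tracks displacement of a FITC-tagged PTAP peptide (50 nM) from the Tsg101 binding domain (10 uM), following a 20 min room-temperature incubation at pH 7.5.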
A-T KAP1 phos: qHTS Assay for Identifying a Potential Treatment of Ataxia-Telangiectasia. […] A-T fibroblasts, KAP-1 phosphorylation AlphaLISA; neocarzinostatin DNA damage 30 min before lysis. Potency, µM (top dose mostly 57.5 µM), without a hit: top-dose activation, usual class: activators. 0.19% of 320,000 active; also: potency is read from the fitted curve at half-maximal effect; % of control where 0% means no effect; nearly all actives have a fitted effect of over 45% in size
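ATM-like activity read as KAP-1 phosphorylation via AlphaLISA donor/acceptor antibody pairs after lysis and 6 hr at 25C. Cells were ATM-null patient fibroblasts ([…], hTERT), dosed 60 min, then exposed to the DSB inducer NCS for 30 min.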
TSHR antagonist: Antagonists of the Thyroid Stimulating Hormone Receptor: HTS campaign | activity change, negative = inhibition, % at 11.5 µM | AID 504810, 2011 | 0.2% of 330,000 active | Thyrotropin receptor (Homo sapiens), P16473 | TSHR-expressing cells, TSH-stimulated cAMP HTRF, 2 h; stronger effect = lower value;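 active = activity change below a set negative limit, meaning inhibition stronger than a set level, cut at about -70% in these data; inconclusive = activity change between two set negative limits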; also: % is scaled to controls: 0 for no effect and ±100 for the full control effect
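TSHR-expressing cells were treated with compounds, then stimulated with TSH at EC80 (4nM final) for 2 hours at 37 deg C. Cellular cAMP was measured by HTRF competition between lysate cAMP and cAMP-d2 for a cryptate-labelled anti-cAMP antibody.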
S-ASM inh: Inhibitors of Secretory Acid Sphingomyelinase (S-ASM): qHTS | Potency, µM (top dose mostly 57.5 µM), for inactives: top-dose activity change, negative = inhibition, hits mostly inhibitors | AID 504937, 2011 | 0.006% of 340,000 active | placental ASM, HMU-PC fluorogenic substrate, 60 min | Sphingomyelin phosphodiesterase (Homo sapiens), P17405; also: potency is read from the fitted curve at half-maximal effect
Target sequence (P17405 47-631 limits assumed): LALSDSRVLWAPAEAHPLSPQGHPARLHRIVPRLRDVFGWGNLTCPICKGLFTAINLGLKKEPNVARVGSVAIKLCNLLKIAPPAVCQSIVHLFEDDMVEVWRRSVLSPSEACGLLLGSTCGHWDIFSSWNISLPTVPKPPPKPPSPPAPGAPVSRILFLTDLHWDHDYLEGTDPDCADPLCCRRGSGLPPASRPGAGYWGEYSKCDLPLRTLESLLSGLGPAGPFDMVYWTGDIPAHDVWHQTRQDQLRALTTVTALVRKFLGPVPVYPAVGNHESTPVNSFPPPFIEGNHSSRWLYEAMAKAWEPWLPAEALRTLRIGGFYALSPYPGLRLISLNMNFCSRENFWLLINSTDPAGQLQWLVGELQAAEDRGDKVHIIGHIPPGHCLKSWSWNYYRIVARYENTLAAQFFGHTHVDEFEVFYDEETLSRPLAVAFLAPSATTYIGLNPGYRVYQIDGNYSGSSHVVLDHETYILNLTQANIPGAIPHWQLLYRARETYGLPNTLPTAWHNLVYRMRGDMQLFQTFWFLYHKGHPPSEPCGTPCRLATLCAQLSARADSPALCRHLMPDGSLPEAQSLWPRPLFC
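Fluorogenic HMU-PC substrate (9 uM final) is turned over by placental ASM in 60 min at 37 C after a 10 min compound preincubation. Reaction ended by alkaline stop (pH 10), with fluorescence read at 386/447 nm.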
* marks the source's active call; other numbers are inactive results; ? = inconclusive; . = no result given; [ ] = dose if it differs, or a comment. Unless noted, calls follow the shape of the dose curve; as a rule, active = well fitted curve in the direction sought with a large enough effect; inconclusive = small, poorly fitted or top-dose-only effect, or another doubt; inactive = no such curve, though single readings can be large; an effect the other way counts as inactive or inconclusive. Not all compounds are listed (hit frequency here may not be typical).

SMILES	Mito fusion act	MLL CXXC-DNA inh	TCR act	MBNL1-CUG inh	a7 integrin act	Menin-MLL TR inh	PTAP TSG101 blk	A-T KAP1 phos	TSHR antagonist	S-ASM inh
NC(=O)[C@@H]1CCCN1Cc1nc(-c2cccs2)no1	-1.6%	17.4%	-0.6%	2.3%	-2.7%	7.9%	2.5%	-0.1%	-1.7	2.2%
O=C(O)c1ccc(CN(Cc2ccccc2)S(=O)(=O)c2ccc(Cl)cc2)cc1	18.5%	-8.5%	1.1%	-1.2%	?	43.5%[activator]	1.5%	-11.0%	-14.8	6.7%
Cc1noc(C)c1C(=O)NCCc1c(C)[nH]c2ccccc12	2.6%	6.2%	9.4%	0.8%	13.4%	2.5%	-0.7%	-5.1%	-6.6	-2.3%
COc1ccc(C(CC(=O)Nc2ncccc2C)N2Cc3ccccc3C2=O)cc1 (configuration not stated)	-0.5%	6.0%	-4.6%	-4.4%	-3.2%	?	-3.3%	-3.1%	6.1	2.9%
O=C(CNCCC1=CCCCC1)Nc1ccc(N2CCCCCC2)cc1	-24.6%	-2.1%	1.9%	-0.6%	-68.7%[inhibitor]	-16.5%	-4.8%	-2.2%	5.8	-3.4%
CC(N)(Cc1ccc(O)cc1)C(=O)O (configuration not stated)	15.3%	17.2%	.	.	.	-7.9%	.	.	24.9	.
CCOc1ccccc1N1CCN(CC(=O)N(CC(C)C)c2c(N)n(CC(C)C)c(=O)[nH]c2=O)CC1	-0.8%	5.0%	11.2%	.	-1.7%	-14.1%	-2.0%	2.6%	8.5	32.1%[activator]
CN(Cc1nc2ccc(F)cc2[nH]1)Cc1nc(CC2CC2)no1	1.9%	-13.0%	0.4%	-16.7%	-15.2%	0.9%	0.8%	3.2%[11.5 µM]	5.1	0.6%
COc1ccc(CCNC(=O)C2CCC(=O)N(C3CCCCCC3)C2)cc1 (configuration not stated)	1.0%	2.5%	-0.8%	-2.8%	36.2%	.	-9.0%	-9.6%	0.2	-2.9%
Nc1cccc(C(=O)Nc2ccco2)c1	-16.0%	4.4%	6.8%	2.6%	20.2%	-1.3%	-15.0%	-0.6%	10.2	4.4%
O=C(OCC(=O)N1CCc2ccccc2C1)c1ccc(OC(F)F)cc1	1.7%	.	-1.7%	.	33.7%	.	-2.3%	-4.5%	-5.8	2.7%
O=C(NCC(c1cccs1)N1CCOCC1)c1cc(S(=O)(=O)N2CCOCC2)ccc1Cl (configuration not stated)	.	.	12.8%	.	-31.6%	.	-3.4%	.	.	14.5%
Cc1cccc(C)c1NC(=O)NC1(C(=O)N2CCN3CCCC3C2)CCCCC1 (configuration not stated)	1.1%	0.1%	8.4%	-6.8%	0.3%	8.1%	-2.5%	-4.4%	-5.1	1.1%
COc1ccc(-c2nnc(SCc3ccccc3F)o2)cc1OC	12.7%	-1.0%	3.2%	4.6%	11.6%	-7.4%	-10.3%	-7.1%	-8.6	-8.5%
N#Cc1c(NC(=O)c2ccccc2)sc2c1CCC2	2.2%	12.9%	2.7%	61.1%[activator]	-8.2%	?	-1.1%	2.4%	-20.6	-1.7%
CCCCCNCc1ccc(OCc2ccc(Cl)nc2)c(OC)c1	-2.1%	6.6%	-2.6%[46.1 µM]	-19.0%	1.9%	0.3%	0.5%	8.4%	5.0	6.9%
Oc1c(CN2CCN(c3ccccn3)CC2)cc(Cl)c2cccnc12	5.2%	?	2.9%	15.8%	-40.7%[inhibitor]	-27.2%	-4.3%	-5.8%	1.6	-1.4%
Cc1ccc(Cn2c(=N)c(C(=O)NCCN3CCOCC3)cc3c(=O)n4ccccc4nc32)cc1	2.3%	-7.3%	-2.4%	?	-45.9%[inhibitor]	-19.5%	-0.3%	0.7%	-3.9	0.7%
O=C(Cn1nnc(-c2ccccc2)n1)N1CCCCC1	-1.4%	-6.4%	-2.2%	-6.6%	1.8%	?	0.0%	-1.9%	-42.1	-0.7%
COC(=O)c1ccc2c(=O)n(CCN3CCOCC3)c(SCC(=O)Nc3cccc(OC)c3)nc2c1	0.3%	3.1%	-2.9%	3.8%	2.1%	-4.2%	0.4%	0.3%	-11.4	-0.1%
COc1cccc(N2CC(NC(=O)c3ccc4ccccc4c3)CC2=O)c1 (configuration not stated)	-1.1%	.	1.8%	.	-7.8%	.	-0.7%	6.8%	-17.0	-2.7%
CC(C)Oc1ccc(C(=O)Nc2ccccc2N2CCOCC2)cc1	9.1%	-5.3%	2.2%	2.5%	-1.3%	-5.4%	-4.9%	2.1%	-8.2	-0.9%
O=C1/C(=C/c2cccs2)SC(=S)N1CCCC(=O)N(CCO)c1ccccc1	3.6%	9.5%	5.0%	11.8%	-20.2%	-11.0%	-1.2%	-3.1%	-4.5	-21.4%
O=C(CCl)c1cc2c3c(c1)CC(=O)N3CCC2	12.4%	-4.0%	0.6%	-6.5%	-57.5%[inhibitor]	-26.4%	-2.9%	0.7%	-6.9	1.5%
NS(=O)(=O)c1ccc(-c2cccc(/C=C3\SC(=O)NC3=O)c2)cc1	1.4%	?	5.7%	22.4%	6.4%	65.0%[activator]	-1.1%	-0.6%	-33.0	0.1%
Next section:
SMILES	Mito fusion act	MLL CXXC-DNA inh	TCR act	MBNL1-CUG inh	a7 integrin act	Menin-MLL TR inh	PTAP TSG101 blk	A-T KAP1 phos	TSHR antagonist	S-ASM inh
COc1ccc(N2CCN(C(CNC(=O)OCc3ccccc3)c3ccco3)CC2)cc1 (configuration not stated)	?	8.8%	10.1%[46.1 µM]	6.0%	-32.6%	-13.1%	0.2%	-4.6%	-4.9	-0.8%
O=C(c1cc2ccccc2o1)N1CCC(N2CCC(C(=O)N3CCCC3)CC2)CC1	5.1%	1.1%	-7.6%	-8.1%	-3.9%	-25.1%	-0.7%	-0.7%	-3.1	1.4%
CCCn1c(N)c(C(=O)CSc2nc3ccccc3c(=O)n2-c2ccc(OC)cc2)c(=O)[nH]c1=O	6.1%	-2.1%	1.1%	-9.7%	?	?	-2.4%	-3.5%	-2.7	3.1%
CCC(=O)c1ccc(OCC(=O)NCc2ccccc2CN2CCCC2)cc1	.	.	-7.4%	.	-10.1%	.	-5.8%	-1.6%	10.1	2.1%
CCn1ncc(C2=NOC(C(=O)Nc3cccnc3)C2)c1C (configuration not stated)	0.3%	-6.3%	.	-0.4%	6.3%	4.4%	.	3.4%	-4.1	2.0%
Cc1ccc(Nc2nc(N)nc(COC(=O)c3ccc(Br)o3)n2)cc1	22.3%	.	-2.6%	.	4.0%	.	-1.2%	-11.2%	-7.6	-5.6%
COc1ccccc1N1C(C)=CC(=C(C#N)c2nc3ccccc3s2)C=C1C	0.5%	?	-2.6%[46.1 µM]	-7.1%	-41.0%	?	?	3.6%	-17.0	0.7%
Cc1cc(C(=O)OCC(=O)N(CC(C)C)c2c(N)n(Cc3ccccc3)c(=O)[nH]c2=O)c2ccccc2n1	-2.2%	.	-228.1%	.	-11.4%	.	-4.8%	2.8%	4.1	-0.1%
O=C(COC(=O)c1ccc(O)cc1)NCCC1=CCCCC1	9.2%	8.4%	-0.8%	-4.7%	8.2%	-27.4%	1.3%	-12.9%	3.3	-1.3%
CN1CCN(C(=O)CSc2nc3ccc(NC(=O)c4ccccc4F)cc3s2)CC1	-9.0%	4.2%	13.1%	2.2%	19.2%	.	-0.9%	12.6%	-0.3	1.0%
COc1cc(C)c(C(C)C)cc1S(=O)(=O)N1CCOCC1	-5.1%	-0.1%	1.6%	8.7%	18.0%	-0.9%	-7.9%	3.0%	-12.1	-3.5%
COc1ccc(CCNCC(O)c2ccccc2)cc1 (configuration not stated)	3.0%	11.5%	3.6%	-0.7%	-8.5%	-27.7%	0.9%	17.4%	3.2	-1.6%
